# Screening results deposited in PubChem BioAssay by Sanford-Burnham Center for Chemical Genomics.
# CXCR6 block: blocks human CXCR6 beta-arrestin recruitment. O00574. CHO-K1 PathHunter CXCR6 beta-arrestin, luminescence. inhibition, % at 20 µM. 0.36% of 360,000 active. AID 602244; in the data active = inhibition above about 34%, passing the limit was not always enough;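 also: antagonist mode with CXCL16 agonist at 10 nM final; 0% = 10 nM CXCL16 with DMSO and 100% = unstimulated wells without agonist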
# Target sequence (O00574 whole entry, looked up): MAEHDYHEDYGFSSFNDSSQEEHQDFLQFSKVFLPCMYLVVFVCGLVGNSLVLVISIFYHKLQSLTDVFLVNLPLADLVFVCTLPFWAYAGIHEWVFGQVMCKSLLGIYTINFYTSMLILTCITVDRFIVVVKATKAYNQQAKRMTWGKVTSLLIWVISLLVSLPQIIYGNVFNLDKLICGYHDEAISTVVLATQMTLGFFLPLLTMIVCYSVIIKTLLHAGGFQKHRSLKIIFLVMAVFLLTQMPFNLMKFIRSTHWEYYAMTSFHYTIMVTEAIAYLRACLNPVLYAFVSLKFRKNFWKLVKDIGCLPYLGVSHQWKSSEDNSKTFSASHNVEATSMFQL
# EBI2 block: blocks human EBI2 receptor beta-arrestin signaling. P32249. EBI2 beta-arrestin recruitment, luminescence, 7a,25-OHC stimulated. inhibition, % at 5 µM. 0.81% of 360,000 active; in the data active = inhibition above about 38%;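 also: enzyme fragment complementation signal reports receptor beta-arrestin coupling in cells; 0% = agonist plus DMSO wells and 100% = wells without agonist; some results beyond the cut were filed as inactive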
# Target sequence (P32249 whole entry, looked up, the tested form may be a part): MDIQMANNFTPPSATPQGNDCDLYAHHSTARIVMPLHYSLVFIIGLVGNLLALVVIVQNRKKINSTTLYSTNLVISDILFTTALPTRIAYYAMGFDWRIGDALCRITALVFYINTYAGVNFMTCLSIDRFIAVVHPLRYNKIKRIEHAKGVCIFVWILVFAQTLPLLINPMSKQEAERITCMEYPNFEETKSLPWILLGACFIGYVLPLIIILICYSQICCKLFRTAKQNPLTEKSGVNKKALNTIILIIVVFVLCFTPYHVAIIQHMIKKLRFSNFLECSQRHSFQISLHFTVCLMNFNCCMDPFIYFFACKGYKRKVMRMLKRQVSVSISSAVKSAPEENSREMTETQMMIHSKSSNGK
# Starred values were filed as active, the others as inactive. Only part of the results is shown; count on the stated rates, not on these rows.
SMILES,CXCR6 block,EBI2 block
COc1cc(CNc2ncnc3c2ncn3[C@H]2CN(Cc3ccc4c(c3)OCO4)C[C@@H](CO)O2)cc(OC)c1OC,-3,-8
CC(C)C(=O)N1CCC1(C)C(=O)Nc1ccc2[nH]ccc2c1 (configuration not stated),2,-3
COCCN(Cc1ccc(C)cc1)C(=O)[C@H]1O[C@@H](n2cnc3c(N)ncnc32)[C@H](O)[C@@H]1O,-3,-9
CCOc1ccc(CCN2C(=S)N([C@@H](Cc3ccccc3)CN3CCCC3CN3C(=S)NC[C@@H]3Cc3ccccc3)C[C@@H]2Cc2ccc(O)cc2)cc1 (some centres not stated),4,18
CC1(C(=O)NS(=O)(=O)C2CC2)CCN(C(=O)c2cc3ccccc3s2)C1 (configuration not stated),-3,-20
COc1ccc(NC(C)=O)cc1S(=O)(=O)NCc1ccc2c(c1)OCO2,1,-6
CC(=O)Nc1ccc(S(=O)(=O)N(C)CC(=O)OC(C)C(=O)NC2(C#N)CCCCC2)cc1 (configuration not stated),2,-4
COC(=O)[C@@]1(Cc2ccc(F)cc2)[C@H]2c3cc(C(=O)N(C)C)n(CCF)c3C[C@H]2CN1C(=O)c1ccccc1,9,-8
CC1(C(=O)Nc2ccc(Cl)c(Cl)c2)CCN1Cc1ccccc1OC(F)F (configuration not stated),6,16
COC(=O)c1ccc(NS(=O)(=O)c2c(C)nc3sccn3c2=O)cc1,0,-2
COCOc1cccc(CN2CCC2(C)C(=O)NCCNC(C)=O)c1 (configuration not stated),6,-5
CCCCNC(=O)C1(C)CCC(=O)N1CC(F)(F)F (configuration not stated),3,-2
CN(C)CCNc1ncnc2c1ncn2[C@H]1CN(C)C[C@@H](CO)O1,-8,-1
O=C(COC(=O)COc1ccc(Br)cc1)NC1CCS(=O)(=O)C1 (configuration not stated),-8,-13
O=C(NC(c1ccc(-c2ccccc2)cc1)c1cnccn1)C1CCN(CCOc2ccc(Cl)cc2Cl)CC1 (configuration not stated),-2,13

# Already shown: 15 of the compounds above.
SMILES,CXCR6 block,EBI2 block
COc1cc(CNc2ncnc3c2ncn3[C@H]2CN(Cc3ccc4c(c3)OCO4)C[C@@H](CO)O2)cc(OC)c1OC,-3,-8
CC(C)C(=O)N1CCC1(C)C(=O)Nc1ccc2[nH]ccc2c1 (configuration not stated),2,-3
COCCN(Cc1ccc(C)cc1)C(=O)[C@H]1O[C@@H](n2cnc3c(N)ncnc32)[C@H](O)[C@@H]1O,-3,-9
CCOc1ccc(CCN2C(=S)N([C@@H](Cc3ccccc3)CN3CCCC3CN3C(=S)NC[C@@H]3Cc3ccccc3)C[C@@H]2Cc2ccc(O)cc2)cc1 (some centres not stated),4,18
CC1(C(=O)NS(=O)(=O)C2CC2)CCN(C(=O)c2cc3ccccc3s2)C1 (configuration not stated),-3,-20
COc1ccc(NC(C)=O)cc1S(=O)(=O)NCc1ccc2c(c1)OCO2,1,-6
CC(=O)Nc1ccc(S(=O)(=O)N(C)CC(=O)OC(C)C(=O)NC2(C#N)CCCCC2)cc1 (configuration not stated),2,-4
COC(=O)[C@@]1(Cc2ccc(F)cc2)[C@H]2c3cc(C(=O)N(C)C)n(CCF)c3C[C@H]2CN1C(=O)c1ccccc1,9,-8
CC1(C(=O)Nc2ccc(Cl)c(Cl)c2)CCN1Cc1ccccc1OC(F)F (configuration not stated),6,16
COC(=O)c1ccc(NS(=O)(=O)c2c(C)nc3sccn3c2=O)cc1,0,-2
COCOc1cccc(CN2CCC2(C)C(=O)NCCNC(C)=O)c1 (configuration not stated),6,-5
CCCCNC(=O)C1(C)CCC(=O)N1CC(F)(F)F (configuration not stated),3,-2
CN(C)CCNc1ncnc2c1ncn2[C@H]1CN(C)C[C@@H](CO)O1,-8,-1
O=C(COC(=O)COc1ccc(Br)cc1)NC1CCS(=O)(=O)C1 (configuration not stated),-8,-13
O=C(NC(c1ccc(-c2ccccc2)cc1)c1cnccn1)C1CCN(CCOc2ccc(Cl)cc2Cl)CC1 (configuration not stated),-2,13

# Next section
SMILES,CXCR6 block,EBI2 block
CC(=O)Nc1cccc(-c2ccnc3c2CC(C)(C(=O)Nc2cccc(C(C)=O)c2)O3)c1 (configuration not stated),-5,8
Oc1ccc(C[C@@H](CN2CCC[C@@H]2CN2C(=S)NC[C@@H]2Cc2ccccc2)N2C[C@H](Cc3ccccc3)N(CCc3ccccc3)C2=S)cc1,5,27
COc1ccc(-c2cnc3c(NC(C)=O)cc(-c4cc(F)ccc4OC)cn23)cc1OC,-7,6
CCCC(=O)N1CCC1(C)C(=O)Nc1ccccn1 (configuration not stated),0,-4
C[C@@H]1CN([C@H](C)CO)C(=O)CCCn2nncc2CO[C@H]1CN(C)Cc1cccc2c1OCCCO2,4,-2
CC1C(=O)N(Cc2cn(CCC3OCCO3)nn2)CCS(=O)(=O)N1Cc1ccc(-c2ccc(Cl)cc2)cc1 (configuration not stated),-4,12
CCNC(=O)C1(C)CCN(C(=O)c2ccc3c(c2)OCO3)C1 (configuration not stated),1,-16
Cc1cc(C(=O)N2CCCC(N3CCN(c4ccccc4C)CC3)C2)no1 (configuration not stated),2,-3
COc1cc(-c2cc(=O)c3ccc(O)cc3o2)cc(OC)c1OC,-4,0
COc1ccc(OC)c(S(=O)(=O)NC(=O)C2(C)CCN2C(=O)C2(c3ccc(Cl)cc3)CC2)c1 (configuration not stated),-6,-10
CCN(CC)C(=O)c1nc(-c2cccc3ccccc23)no1,2,-1
CC(C)NC(=O)Nc1ccc2c(c1)C(=O)N([C@H](C)CO)C[C@H](C)[C@@H](CN(C)Cc1ccc(C(F)(F)F)cc1)OCCCC[C@H](C)O2,3,13
O=c1[nH]c(=S)[nH]c2c1[C@H](C1CC1)O[C@H](CCc1ccccc1)C2,-1,8
COc1ccc(CCNC(=O)CSC2=NS(=O)(=O)c3cc(F)ccc3N2)cc1OC,-10,-3
Cc1cccc(OCC(=O)N2CCc3ccccc3C2)c1C,2,8
O=C(Nc1cccs1)Nc1nnc([C@@H]2C[C@H](O)[C@@H](CO)O2)s1,4,1
OC[C@@H]1CN(Cc2ccccc2)C[C@H](n2cnc3c(N4CCN(c5ccccc5)CC4)ncnc32)O1,-3,3
CCN(c1ccccc1)S(=O)(=O)c1ccc(Cl)c(C(=O)Nc2ccncc2)c1,-9,3
O=C(CC[C@H]1O[C@@H](n2ccc(=O)[nH]c2=O)[C@H](O)[C@@H]1O)NCC1CCCO1 (some centres not stated),0,1
Cc1ccccc1C(=O)OCC(=O)Nc1cccc(S(=O)(=O)N2CCCCC2)c1,-6,5
CN(c1cc2c(c3c1ccn3C)C1CCC2O1)C1CCCCC1 (configuration not stated),-6,-6
O=C(Cn1nnc(-c2ccccc2)c1COc1ccc2ccccc2c1)NCC1CC1,2,25
O=S1(=O)N[C@@H](Cc2ccccc2)COc2cccc(N3CCC[C@@H]3CO)c21,6,2
O=C(C(O)c1ccc(Br)cc1)N1CCC(Nc2ccc3[nH]ncc3c2)CC1 (configuration not stated),-11,-7
CC1(c2nnnn2Cc2ccccc2)CCC(=O)N1CC(F)(F)F (configuration not stated),-10,2
COC(=O)c1c(N)[nH]c(C(=O)c2ccccc2)c1-c1ccc(Cl)cc1,-8,14
COc1ccc(Cc2c(C(C)(C)C)nc3c(C)cc(Br)cn23)c(C)c1,8,-8
COc1ccc(Cl)cc1-c1cc(C(=O)NCc2ccc(C(F)(F)F)cc2)[nH]n1,4,17
COc1ccc(S(=O)(=O)N2CCOCC2)cc1NC(=O)CCCSc1ccccc1,3,-3
COCCNc1nc(NCCOc2ccccc2Cl)c2sccc2n1,-14,8
Cc1c(C(=O)NCc2cccs2)sc(=O)n1Cc1ccc(S(=O)(=O)N(C)C)cc1,6,0
COc1ccc(CNC(=O)C2(C)Cc3c(-c4ccccc4)ccnc3O2)cc1OC (configuration not stated),-3,-7
C[C@@H]1CNC(=O)c2c(C(=O)N[C@H](C)c3ccccc3)ncn21,-3,-7
O=C(COC(=O)C1COc2ccccc2O1)c1ccc(F)cc1 (configuration not stated),2,-12
CC1(C(=O)NCc2cccc(Cl)c2)Cc2c(-c3ccc(C(N)=O)cc3)ccnc2O1 (configuration not stated),0,10
Cc1nn(CC(C)C)c(Cl)c1C(=O)NCC1CCCO1 (configuration not stated),-7,-18
Cc1nnc(NC(=O)CCN2C(=O)C3CC=CCC3C2=O)s1 (configuration not stated),1,-9
Cc1ccccc1S(=O)(=O)NC(=O)C1(C)CCN1C(=O)Cc1ccc(Cl)cc1Cl (configuration not stated),4,-15
Cc1ccc2ccccc2c1C(O)c1ncc(-c2ccc(C(F)(F)F)cc2)[nH]1 (configuration not stated),-6,-14
O=C1NC(Cc2ccc(O)cc2)c2nc3cc(Cl)ccc3c(=O)n2-c2cc3ccccc3cc21 (configuration not stated),1,18
CC(C)(C)Cc1c(-c2ccccc2)nc2ccc(Br)cn12,5,-13
OC[C@H]1O[C@@H](c2nc3ccc(-c4nc(-c5cccs5)no4)cc3[nH]2)C[C@@H]1O,2,6
CCOC1=CC2=C(C(=O)C(Cl)=CC2=O)[C@@H]2CN(S(=O)(=O)c3ccc(C)cc3)[C@@H](c3ccccc3)[C@H]12,25,5
CC(C)(C)n1nnnc1C(c1ccccc1)N1CCN(c2ccc(F)cc2)CC1 (configuration not stated),-8,-3
CN(N=Cc1ccc([N+](=O)[O-])cc1)c1ccccn1,2,-9
CC(C)CCC[C@](C)(O)c1ccc(C(=O)O)cc1O,-1,1
O=S1(=O)C[C@@H](N2CC[C@@H](O)C2)[C@H](COCc2ccccc2)N1,-6,0
Cc1ccc(Cc2c(-c3cccc(Cl)c3)nc3ccc(C)cn23)cc1,11,9
COc1ccc2oc(C(=O)OCC(=O)Nc3ccc(C)c(S(=O)(=O)N4CCOCC4)c3)c(C)c2c1,4,3
COC(=O)N1CCCCC1c1cc(C(=O)NCc2cccnc2)no1 (configuration not stated),-5,-3
CC1(C(=O)Nc2ccc(F)cc2F)CCN1C(=O)Cc1ccccc1Cl (configuration not stated),4,2
COC(=O)c1ccc(CNC(=O)c2cc(S(=O)(=O)NCc3ccccc3)ccc2C)cc1,2,-3
CCc1nc2ccc(C(=O)NCCN3CCNC3=O)cn2c1N(CC)Cc1cccc(Br)c1,3,-1
CCOc1ccc(OCCC(=O)Nc2ccccc2C(=O)NC2CC2)cc1,-6,-2
COc1cccc(C(O)c2nc(-c3ccc(OC)nc3)cs2)c1 (configuration not stated),-5,7
CN(Cc1ccc(C(F)(F)F)cc1)C(=O)[C@H]1O[C@@H](n2ccc(=O)[nH]c2=O)[C@H](O)[C@@H]1O,-1,-4
CCc1ccc2c(c1)NC(=O)C2(C)Cc1ccc(F)cc1 (configuration not stated),-4,-6
C[C@H](CO)N1C[C@H](C)[C@@H](CN(C)C(=O)C2CCCCC2)OCc2cnnn2CCCC1=O,0,1
CCCCNC(=O)C1(C)CCCCN1C(=O)c1ccc2c(c1)C(C)(C)CCC2(C)C (configuration not stated),9,12
Cc1ccc(NC(=O)CCNC(=O)N2CC(=O)Nc3ccccc32)cc1Cl,-1,-6
# Going on with the list:
SMILES,CXCR6 block,EBI2 block
O=C(O)c1cc(Cl)n[nH]c1=O,-2,-4
CCOC(=O)[C@]12CCCC=C1N(Cc1cccc3ccccc13)C(=O)[C@H](CC(=O)NCc1cccc(C(F)(F)F)c1)C2,4,24
COc1ccc(OC)c(C(=O)NC2CCCc3c2cnn3-c2cc(C)cc(C)c2)c1 (configuration not stated),-5,1
CC(CC(=O)Nc1ccc2c(c1)c(=O)n(C)n2-c1ccccc1F)c1ccccc1 (configuration not stated),3,5
CCc1ccccc1Oc1nc(NC(C)C)nc2ccsc12,5,4
CC(=O)Nc1ccc(NC(=O)c2ccc(S(=O)(=O)N3CCCCCC3)cc2)cc1,8,-2
COC(=O)c1sccc1-n1cc2c(c1-c1ccccc1)c(=O)n(C)c(=O)n2C,-3,0
CCc1nc2ccc(C(=O)NCC3CCCCC3)cn2c1N(C)Cc1nccs1,2,-5
C[C@@H]1CN([C@H](C)CO)C(=O)CCCn2nncc2CO[C@H]1CN(C)S(=O)(=O)c1cccc(C#N)c1,-4,0
COc1ccc(NC(=O)Cc2csc(NC(=O)Nc3ccccc3OC)n2)cc1,-5,11
C[C@@H]1CN([C@@H](C)CO)C(=O)c2cc(Br)cnc2O[C@H]1CN(C)Cc1cccc(C(=O)O)c1,0,-4
COc1ccc(Sc2ccc(NC(=O)c3cccc(Cl)c3)cc2C#N)cc1,-2,19
CC(C)C1C(=O)N(Cc2cn(Cc3ccco3)nn2)CCS(=O)(=O)N1Cc1ccc(-c2ccncc2)cc1 (configuration not stated),-1,-3
CNC(=O)C[C@H]1C(=O)N(CCc2ccccc2)C[C@@H]1c1ccc(OC)cc1,-3,8
CN(c1ccc(Cl)cc1)c1cc2c(c3c1ccn3C)C1CCC2O1 (configuration not stated),4,7
O=C(NCc1ccc(F)cc1)c1cc(C2CCCCN2C(=O)C2CCCCC2)on1 (configuration not stated),4,14
Cc1ccc(-c2ccc(CN3C(C(C)C)C(=O)N(Cc4cn(CCC5OCCCO5)nn4)CCS3(=O)=O)cc2)cc1 (configuration not stated),-4,16
CCOC1=C2CN(S(=O)(=O)c3ccc(C)cc3)CC[C@@H]2N(S(=O)(=O)c2ccc(C)cc2)[C@H](c2ccccc2)C1,2,4
Cc1nc2c(OCC(=O)C(C)(C)C)cccn2c1N(C)Cc1cccs1,-1,5
Cc1ccc2nc(-c3cccc(Cl)c3)c(Cc3cccc(F)c3)n2c1,5,20
O=C1NC(Cc2ccccc2)c2nc3ccccc3c(=O)n2-c2cc3ccccc3cc21 (configuration not stated),-2,22
Cc1cnc2ccc(F)cc2c1,-11,-8
COc1ccc(C(=O)OCC(=O)N2CCN(C(=O)c3ccco3)CC2)c(OC)c1OC,-4,-4
COc1ccc(C(=O)C(C)OC(=O)C2CC3CCCC(C2)C3=O)cc1 (configuration not stated),0,-7
CCOc1cc(OCC)cc(C(=O)NCCN2CCC(n3c(=O)[nH]c4ccccc43)CC2)c1,-2,-1
O=[N+]([O-])c1ccc(NCCCc2ccccc2)cc1,-5,17
Cn1nc(N)c2ncc(C(Cl)(Cl)Cl)nc21,-18,-7
O=C(NCCN1CCC(n2c(=O)[nH]c3ccccc32)CC1)c1cccnc1Cl,-4,-12
